N370S GC mod – N370S glucocerebrosidase modulation, Gaucher chaperone candidate. P04062. N370S GC spleen homogenate, 4MU-glucoside fluorescence. Potency, µM (titrated, usually from 59.4 µM), for the others: at the highest dose activity change, negative = inhibition, most hits filed as inhibitors. 330,000 tested, 0.092% active. AID 2101;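 also: 0% = full enzyme activity and -100% = no enzyme basal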
FEN1 inh – inhibitors of human flap endonuclease 1. P39748. Recombinant FEN1 flap cleavage, fluorescence, 15 min. Potency, µM (highest dose often 114 µM), inactives show at the highest dose activity change, negative = inhibition, actives largely listed as inhibitors. 390,000 tested, 0.35% active. AID 588795; also: nearly all actives have a fitted effect of over 65% in size
Target sequence (P39748 whole entry, looked up): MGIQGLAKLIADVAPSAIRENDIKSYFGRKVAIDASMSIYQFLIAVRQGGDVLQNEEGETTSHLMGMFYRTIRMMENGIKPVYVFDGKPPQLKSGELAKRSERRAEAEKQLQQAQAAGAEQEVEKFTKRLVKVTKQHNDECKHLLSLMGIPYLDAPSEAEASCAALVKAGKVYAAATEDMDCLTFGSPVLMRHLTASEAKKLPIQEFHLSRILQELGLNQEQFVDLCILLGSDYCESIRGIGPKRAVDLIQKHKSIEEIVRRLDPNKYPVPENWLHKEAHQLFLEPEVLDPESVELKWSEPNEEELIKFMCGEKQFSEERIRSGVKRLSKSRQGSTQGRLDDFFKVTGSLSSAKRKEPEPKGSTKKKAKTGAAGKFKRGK
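Concentration–response screening of FEN1 (10 nM): 15 min compound preincubation at room temperature, reaction started with 50 nM substrate and read at 0 and 15 min. Corrected, normalized data were fitted by a four-parameter Hill equation.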
TDP1 cell CPT – growth inhibition of DT40 Tdp1-/-;hTDP1 cells with camptothecin (screen for TDP1 inhibitors) | chicken DT40 Tdp1-/-;hTDP1 cells + 20 nM CPT, ATP luminescence, 48 h | 420,000 tested, 12% active | Potency, µM (series often up to 46.2 µM), for the others: top-dose activity change, negative = growth inhibition, actives largely listed as inhibitors; also: nearly all actives have a fitted effect of over 55% in size
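Chicken DT40 Tdp1-/- cells complemented with human TDP1, 400 cells/well, exposed to compounds plus 20 nM camptothecin for at least 48 h at 37 C; viability read as ATP content by CellTiter-Glo luminescence.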
Starred values were filed as active, the others as inactive; ? = inconclusive; / = not tested or not shown. Calls follow the shape of the dose curve; as a rule, active = well fitted curve in the direction sought with a large enough effect; inconclusive = small, poorly fitted or top-dose-only effect, or another doubt; inactive = no such curve, though single readings can be large; an effect the other way counts as inactive or inconclusive. Unless noted, % is scaled to controls: 0 for no effect and ±100 for the full control effect; potency is read from the fitted curve at half-maximal effect. The list is partial, so the mix of outcomes need not match the whole.

Results follow in this order: TDP1 cell CPT	FEN1 inh	N370S GC mod
CC(=O)c1ccc(NC(=O)C(C)OC(=O)c2ccc(Br)o2)cc1 (configuration not stated)
  ?	1%	/
COc1ccccc1C(=O)NCCCNC(=O)c1ccccn1
  -2%	9%	-5%
CCCCC/C=C\C[C@H](O)/C=C/c1cccc(C[C@H](O)CCCCO)n1
  -7%	-29%	-8%
O=C(Nc1ccc(S(=O)(=O)Nc2nccs2)cc1)c1cccc(N2C(=O)c3ccccc3C2=O)c1
  3%	?	0%
COc1ccc(OC)c(C(c2nnnn2Cc2ccccc2)N2CCN(C3CCCCC3)CC2)c1 (configuration not stated)
  18µM*	15%	-7%
CCc1nc(NCC2CCCO2)c2oc3ccccc3c2n1 (configuration not stated)
  ?	0%	-2%
Cc1cc(C)c(C#N)c(SCC(O)CS(=O)(=O)Cc2ccccc2)n1 (configuration not stated)
  4%	-4%	10%
COc1ccc(NC(=O)c2cc3c(=O)[nH]c4ccccc4c3n2C)cc1Cl
  -25%	-7%	/
O=C(Nc1cnccn1)Nc1cccc(Cl)c1Cl
  -6%	-1%	10%
CCOc1cc(N2CCOCC2)c(OCC)cc1NC(=O)CC12CC3CC(CC(C3)C1)C2
  13µM*	0%	/
O=C(Nc1ncccc1O)c1ccc(C(=O)c2ccccc2)cc1
  ?	1%	-1%
CCOc1ccc(NC(=O)c2sc3nc(C)nc(N4CCOCC4)c3c2C)cc1
  -3%	-4%	5%
COc1ccc(CN(CCN)C2CC(C)N(C)CC2C)cc1 (configuration not stated)
  -15%	4%	-2%
Cc1[nH]c2ccccc2c1SCC(=O)N1CCOCC1
  -2%	3%	12%
O=C(Nc1ccncc1)Nc1ccc(Cl)cc1Cl
  18µM*	-16%	-21%

Results follow in this order: TDP1 cell CPT	FEN1 inh	N370S GC mod
C1CC(CN2CCOCC2)CN(Cc2nc(CC3CC3)no2)C1 (configuration not stated)
  -2%	-8%	?
COCCn1c(SCC(=O)NC2CC2)nnc1-c1ccc(Cl)cc1
  2%	3%	/
COc1ccc(C)cc1NC(=O)CNC(C)C(=O)Nc1cc(Cl)ccc1Cl (configuration not stated)
  ?	?	6%
Cc1cc(C(=O)CSc2n[nH]c(N)n2)c(C)n1-c1cc(F)ccc1F
  -18%	-1%	0%
CCOC(=O)C1=C(Nc2ccc(Br)cc2)CC(C)(O)C(C(=O)OCC)C1c1ccccc1 (configuration not stated)
  ?	4%	-3%
CN(C)c1ccc(N=Nc2ccc(C(=O)O)cc2)cc1
  0%	?	-11%
CCN(CC)c1ccc(NC(=O)C2CCN(S(=O)(=O)c3ccc4c(c3)oc(=O)n4C)CC2)c(C)c1
  ?	-10%	/
O=C(O/N=C\c1ccc(N2CCOCC2)c([N+](=O)[O-])c1)c1ccc(F)cc1
  -17%	4%	6%
O=C(Nc1cccc(O)c1)c1ccc(C(=O)c2ccccc2)o1
  ?	-5%	2%
CCn1c(SCc2c(Cl)cccc2Cl)nc2nc3c(cc2c1=O)CCCC3
  ?	-19%	/
c1ccc2c(-c3nc4ncccc4o3)cccc2c1
  ?	-17%	-3%
Cc1ccccc1OCc1nnc(SCC(=O)O)n1-c1ccccc1
  -3%	20%	4%
COc1ccc(-c2nc(SCC(=O)c3ccc(Br)cc3)n[nH]2)cc1
  ?	-1%	/
COc1ccc2nc3ccccc3nc2c1NC(=O)c1ccc(Cl)cc1
  3%	-1%	0%
Cc1ccc(NC(=O)Nc2cc(-c3ccccc3)nn2C)cc1Cl
  ?	11%	-19%

Results follow in this order: TDP1 cell CPT	FEN1 inh	N370S GC mod
O=C1NC(=NCc2ccccc2)NC1(c1ccccc1)c1ccccc1
  16%	3%	/
Nc1nc(SCC(=O)c2cccc([N+](=O)[O-])c2)n[nH]1
  -14%	7%	-2%
COC(=O)c1ccc(C(=O)NC2CCCc3c2cnn3-c2ccc(C)c(C)c2)cc1 (configuration not stated)
  1.3µM*	4%	-3%
CS(=O)(=O)N(CC(=O)Nc1ccccc1C(=O)NCc1ccco1)c1ccccc1F
  3%	4%	2%
COc1ccc(NC2CCCN(Cc3cccc4cnccc34)C2)cc1OC (configuration not stated)
  ?	-2%	2%
Cc1ccc([N+](=O)[O-])cc1NC(=O)CCc1ccccc1
  2%	1%	-3%
COC(=O)c1nc(C(=O)OC)c(C(=O)OC)nc1C(=O)OC
  3%	2%	-3%
CCc1nc(SCc2ccc(C(=O)OC)o2)n[nH]1
  -9%	-4%	10%
CCCCN(C)C(=O)C1CCC(Cn2c(=O)[nH]c3ccsc3c2=O)CC1 (configuration not stated)
  ?	1%	/
CC1(C)Oc2ccc3ccc(=O)oc3c2/C(=C/Nc2ccccn2)C1=O
  ?	-1%	28%
O=S(=O)(NCCc1c[nH]c2ccccc12)c1ccccc1
  6%	0%	-2%
CC1(C)OC(=O)C(=NNc2ccc(O)cc2)C(=O)O1
  -18%	-8%	-23%
Cc1ccc(Cn2c(C3CCCN3c3nc(-c4cc(Cl)c(N)c(Cl)c4)cs3)nc3cc(C(=O)NCCCO)ccc32)cc1 (configuration not stated)
  ?	6%	/
Cc1cc(C)c2c(CN3CCOCC3)cc(=O)oc2c1
  24%	-8%	3%
O=C(Nc1ccc(CCC(=O)N2CCCC2)cc1)c1ncn[nH]1
  3%	5%	2%

Results follow in this order: TDP1 cell CPT	FEN1 inh	N370S GC mod
COc1ccc2cc(C3CC(c4ccco4)=NN3S(=O)(=O)c3ccccc3)c(Cl)nc2c1 (configuration not stated)
  ?	-1%	29%
COc1cc(C#Cc2c(-c3cncn3C)n(C)c3ccc(-c4ccc5[nH]ccc5c4)cc23)cc(OC)c1
  ?	2%	/
Cc1cnc(NC(=O)CSc2nnc(-c3ccccc3)n2Cc2ccccc2)s1
  -14%	10%	4%
Cc1ccc(S(=O)(=O)NCc2ccc(N3CCN(C(=O)OC(C)(C)C)CC3)cc2)cc1
  13µM*	1%	-11%
COCCNS(=O)(=O)c1cccn1-c1ncc(C(F)(F)F)cc1Cl
  -17%	-8%	-7%
COc1ccc(CCNS(=O)(=O)c2ccc3c(c2)OCCO3)cc1OC
  -21%	13%	2%
O=C(Nc1nc(-c2ccc(Br)cc2)ns1)c1ccccc1F
  ?	16%	/
COc1cccc(CC(=O)OCC(=O)Nc2nnc(-c3ccccc3)o2)c1
  -7%	-9%	1%

Looked up above:
N370S GC mod result of COCCNS(=O)(=O)c1cccn1-c1ncc(C(F)(F)F)cc1Cl stands at -7%
FEN1 inh result of COc1ccc2cc(C3CC(c4ccco4)=NN3S(=O)(=O)c3ccccc3)c(Cl)nc2c1 (configuration not stated) stands at -1%

Gathered by group: those above containing four or more nitrogen atoms (14)
Results follow in this order: TDP1 cell CPT	FEN1 inh	N370S GC mod
O=C(Nc1ccc(S(=O)(=O)Nc2nccs2)cc1)c1cccc(N2C(=O)c3ccccc3C2=O)c1
  3%	?	0%
COc1ccc(OC)c(C(c2nnnn2Cc2ccccc2)N2CCN(C3CCCCC3)CC2)c1 (configuration not stated)
  18µM*	15%	-7%
O=C(Nc1cnccn1)Nc1cccc(Cl)c1Cl
  -6%	-1%	10%
CCOc1ccc(NC(=O)c2sc3nc(C)nc(N4CCOCC4)c3c2C)cc1
  -3%	-4%	5%
C1CC(CN2CCOCC2)CN(Cc2nc(CC3CC3)no2)C1 (configuration not stated)
  -2%	-8%	?
COCCn1c(SCC(=O)NC2CC2)nnc1-c1ccc(Cl)cc1
  2%	3%	/
Cc1cc(C(=O)CSc2n[nH]c(N)n2)c(C)n1-c1cc(F)ccc1F
  -18%	-1%	0%
CCN(CC)c1ccc(NC(=O)C2CCN(S(=O)(=O)c3ccc4c(c3)oc(=O)n4C)CC2)c(C)c1
  ?	-10%	/
Cc1ccc(NC(=O)Nc2cc(-c3ccccc3)nn2C)cc1Cl
  ?	11%	-19%
Nc1nc(SCC(=O)c2cccc([N+](=O)[O-])c2)n[nH]1
  -14%	7%	-2%
Cc1ccc(Cn2c(C3CCCN3c3nc(-c4cc(Cl)c(N)c(Cl)c4)cs3)nc3cc(C(=O)NCCCO)ccc32)cc1 (configuration not stated)
  ?	6%	/
O=C(Nc1ccc(CCC(=O)N2CCCC2)cc1)c1ncn[nH]1
  3%	5%	2%
COc1cc(C#Cc2c(-c3cncn3C)n(C)c3ccc(-c4ccc5[nH]ccc5c4)cc23)cc(OC)c1
  ?	2%	/
Cc1cnc(NC(=O)CSc2nnc(-c3ccccc3)n2Cc2ccccc2)s1
  -14%	10%	4%

Screening results deposited in PubChem BioAssay by National Center for Advancing Translational Sciences (NCATS).
